RMI FANCM FP: blocks RMI1/RMI2 complex binding to FANCM MM2 peptide; FP signal (polarization) at 33 µM; AID 1159607; 70,000 compounds, 0.58% hits; Fluorescence polarization, RMI core complex with F-MM2 peptide; hits give low values; in the data active = FP signal below about 40; note: inactives centre near 61; strong numbers were not always called active; unit not given here
The depositor's hits bear a star; & = joins results of further samples. A portion of the library. The share of hits here may be higher or lower than overall.

Screening COc1ccc(CC(=O)Nc2c(C)nc3sc(C)c(C)n3c2=O)cc1OC returned RMI FANCM FP 65.
O=C(Nc1nnc(-c2cccs2)o1)c1ccc(Cl)s1 was read as RMI FANCM FP 63.
Screening O=C(Nc1ncnc2c1CCC2)C1CCN(S(=O)(=O)c2cccs2)CC1 returned RMI FANCM FP 58.
Screening COc1ccc(O)c(C=NCCc2ccccc2)c1 returned RMI FANCM FP 50.
For CCN(CC)C(=O)CSC1=C(C#N)C(c2ccccc2F)C(C(=O)Nc2ccccc2OC)=C(C)N1 (configuration not stated) the results were RMI FANCM FP 58.
COC(=O)c1ccccc1NC(=O)CN1CCCN(Cc2ccccc2C)S1(=O)=O was read as RMI FANCM FP 66.
`O=C(c1cn(-c2cccc(Cl)c2)nn1)N1CCCCCC1` gave RMI FANCM FP 60.
For Cc1cc(=O)[nH]c(-n2nc(C)cc2NC(=O)c2cc(=O)c3ccccc3o2)n1 the results were RMI FANCM FP 66.
Cc1cccc(C(=O)Nn2cnc3c(cnn3-c3cccc(Cl)c3)c2=O)c1 was read as RMI FANCM FP 63.
For CSC(=S)NNC(=O)c1ccc(C(F)(F)F)cc1 the results were RMI FANCM FP 56.
Cc1cc2nc(C)n(CCC(C)C)c2cc1C was read as RMI FANCM FP 60.
N[C@@H](CCCCNC(=O)OCc1ccccc1Cl)C(=O)O was read as RMI FANCM FP 53.
Cc1cc(NC(=O)c2cc(C)nn2C)n(C)n1 was read as RMI FANCM FP 68.
CC1CCc2c(sc(NC(=O)c3cccc(S(C)(=O)=O)c3)c2C(N)=O)C1 (configuration not stated) was read as RMI FANCM FP 129.
Screening O=S(=O)(NCC1CCN(Cc2ccccc2)CC1)c1cccs1 returned RMI FANCM FP 75.
Cc1ccc(S(=O)(=O)Nc2ccc3c(c2)CCC(=O)N3C)s1 was read as RMI FANCM FP 66.
Screening Nc1ncnc(NCCCn2ccnc2)c1[N+](=O)[O-] returned RMI FANCM FP 60.
For O=S(=O)(Oc1cccnc1)c1cccc2nonc12 the results were RMI FANCM FP 58.
`COc1ccc(C(=O)Nc2nc3c(s2)CC(C)CC3)c(OC)c1` (configuration not stated) gave RMI FANCM FP 62.
For CCOC(=O)c1sc(=NC(=O)c2ccnn2C)n(C)c1C the results were RMI FANCM FP 72.
CN(C)c1ccc(C2=CC=CC(=C3C=CC(=[N+](C)C)C=C3)O2)cc1 was read as RMI FANCM FP 54.
`Cc1cc(NC(=O)/C=C/c2cccs2)n(C(C)C)n1` gave RMI FANCM FP 70.
For COC(=O)c1sccc1OC(=O)c1cc2ccccc2oc1=O the results were RMI FANCM FP 62.
O=C(Cc1csc(NC(=O)C2CC2)n1)NCc1ccco1 was read as RMI FANCM FP 52.
CS(=O)(=O)N1CCc2cc(S(=O)(=O)NC3CCCC3)ccc21 was read as RMI FANCM FP 84.
O=C(NNC(=O)c1cccn(Cc2ccc(F)cc2)c1=O)c1ccc2c(c1)OCO2 was read as RMI FANCM FP 61.
`Cc1ccc(S(=O)(=O)CCC(=O)N(CCN(C)C)c2nc3cc(C)cc(C)c3s2)cc1` gave RMI FANCM FP 97.
Screening O=C(CCc1ccccc1)N1CCN(Cc2nc(-c3ccc(F)cc3)cs2)CC1 returned RMI FANCM FP 60.
For O=C(CS(=O)(=O)c1ccc(Cl)s1)Nc1cccc(C(F)(F)F)c1 the results were RMI FANCM FP 71.
Screening CC(=O)OC1CC[C@@]2(C)C(CC[C@]3(C)C2CC=C2C4C(C)[C@H](C)CC[C@]4(C(=O)O)CC[C@]23C)C1(C)C (some centres not stated) returned RMI FANCM FP 58.

In the list so far, these contain fluorine:
For CCN(CC)C(=O)CSC1=C(C#N)C(c2ccccc2F)C(C(=O)Nc2ccccc2OC)=C(C)N1 (configuration not stated) the results were RMI FANCM FP 58.
For CSC(=S)NNC(=O)c1ccc(C(F)(F)F)cc1 the results were RMI FANCM FP 56.
O=C(NNC(=O)c1cccn(Cc2ccc(F)cc2)c1=O)c1ccc2c(c1)OCO2 was read as RMI FANCM FP 61.
Screening O=C(CCc1ccccc1)N1CCN(Cc2nc(-c3ccc(F)cc3)cs2)CC1 returned RMI FANCM FP 60.
For O=C(CS(=O)(=O)c1ccc(Cl)s1)Nc1cccc(C(F)(F)F)c1 the results were RMI FANCM FP 71.

Later entries
Screening Cn1nc(C(=O)N2CCN(c3ccccc3Cl)CC2)ccc1=O returned RMI FANCM FP 59.
`O=C(CSc1ccc2nnc(-c3cccc(F)c3)n2n1)N1CCCCC1` gave RMI FANCM FP 59.
`Cc1cc(C)n(C(CC(=O)O)C(=O)O)n1` (configuration not stated) gave RMI FANCM FP 62.
CNC(=O)Cc1csc(Nc2ccccc2)n1 was read as RMI FANCM FP 64.
`Cc1sc(Nc2ccccc2)nc1-c1ccccc1` gave RMI FANCM FP 63.
For Cc1ccc2c(CC(=O)Nc3ccc(S(=O)(=O)Nc4cc(C)nc(C)n4)cc3)cc(=O)oc2c1 the results were RMI FANCM FP 66.
For Cn1ccnc1N1CCN(C(=O)c2ccc(S(=O)(=O)N3CCCC3)cc2)CC1 the results were RMI FANCM FP 65.
Screening CCc1c(C)nc(SCC(=O)Nc2cc(C)on2)[nH]c1=O returned RMI FANCM FP 55.
`O=C(Nc1cccnc1)NC1CC(=O)N(c2ccccc2)C1` (configuration not stated) gave RMI FANCM FP 59.
`COc1ccccc1-n1ncc2c(C)nnc(SCC(=O)Nc3cc(C)on3)c21` gave RMI FANCM FP 62.
For CN(C)CCCN(C(=O)c1cc(Cl)sc1Cl)c1nc2cc3c(cc2s1)OCO3 the results were RMI FANCM FP 101.
Screening Cc1[nH]n(-c2ccccc2)c(=O)c1C(=O)c1cccc2ccccc12 returned RMI FANCM FP 71.
For CCOc1nn(CC)cc1C(=O)N1CCN(c2ccccc2Cl)CC1 the results were RMI FANCM FP 57.
Screening CCCNC(=O)NNC(=O)Cn1nnc(-c2cc(Cl)cc(Cl)c2)n1 returned RMI FANCM FP 54.
Screening COc1ccc(-n2ccn(CC(=O)Nc3ccc(C)cc3)c2=O)cc1 returned RMI FANCM FP 67.
For O=C(Cc1ccc(F)cc1)NCC(=O)N1CCOC(c2ccccc2)C1 (configuration not stated) the results were RMI FANCM FP 73.
`NNC(=O)c1ccccc1NC(=O)C12CC3CC(CC(C3)C1)C2` gave RMI FANCM FP 67.
`O=C(C1CCCCC1)N1CCN(c2ccc(-c3ccncc3)nn2)CC1` gave RMI FANCM FP 67.
For O=C(c1ccco1)N1CCN(C(c2cccs2)c2sc3ncnn3c2O)CC1 (configuration not stated) the results were RMI FANCM FP 59.
`CCS(=NS(=O)(=O)c1ccc(C)cc1)c1ccccc1` (configuration not stated) gave RMI FANCM FP 48.
`O=c1cc(-c2c(F)c(F)c(F)c(F)c2F)oc2c(F)c(F)c(F)c(F)c12` gave RMI FANCM FP 54.
CN(C)CCCNc1ccc([N+](=O)[O-])c(NCCCN(C)C)c1C#N was read as RMI FANCM FP 67.
Screening CC(C)Oc1ccc(-c2noc(CN3N=NC4C(=O)N(c5ccc(F)c(Cl)c5)C(=O)C43)n2)cc1 (configuration not stated) returned RMI FANCM FP 61.
For CCOc1ccc2c(c1)=CC(=Cc1sc(=S)n(Cc3ccco3)c1O)C(=O)N=2 the results were RMI FANCM FP 51.
Screening Cc1nn(C2CCS(=O)(=O)C2)c2nc(-c3ccccc3)cc(C(=O)NCCCc3ccccc3)c12 (configuration not stated) returned RMI FANCM FP 80.
For COCCN1CCC(CNC(=O)C(=O)NC2CCCC2)CC1 the results were RMI FANCM FP 72.
O=c1c2c(-c3ccccc3)csc2nc2c3ccccc3c(Sc3ccc4c(c3)OCCO4)nn12 was read as RMI FANCM FP 58.
N#Cc1ccc(N2CCN(C(=O)c3ccc(F)cc3Cl)CC2)cc1 was read as RMI FANCM FP 64.
For Cc1cc2ccccc2n2c(SCC(=O)Nc3ccc(F)c(Cl)c3)nnc12 the results were RMI FANCM FP 83.
O=C(CC1CCCCN1S(=O)(=O)c1ccc(F)cc1)NCCc1c[nH]c2ccccc12 (configuration not stated) was read as RMI FANCM FP 66.

Molecules above containing an aryl thioether with sulfur outside any ring:
`O=C(CSc1ccc2nnc(-c3cccc(F)c3)n2n1)N1CCCCC1` gave RMI FANCM FP 59.
Screening CCc1c(C)nc(SCC(=O)Nc2cc(C)on2)[nH]c1=O returned RMI FANCM FP 55.
`COc1ccccc1-n1ncc2c(C)nnc(SCC(=O)Nc3cc(C)on3)c21` gave RMI FANCM FP 62.
O=c1c2c(-c3ccccc3)csc2nc2c3ccccc3c(Sc3ccc4c(c3)OCCO4)nn12 was read as RMI FANCM FP 58.
For Cc1cc2ccccc2n2c(SCC(=O)Nc3ccc(F)c(Cl)c3)nnc12 the results were RMI FANCM FP 83.

A section from further up, for reference:
Screening COc1ccc(CC(=O)Nc2c(C)nc3sc(C)c(C)n3c2=O)cc1OC returned RMI FANCM FP 65.
O=C(Nc1nnc(-c2cccs2)o1)c1ccc(Cl)s1 was read as RMI FANCM FP 63.
Screening O=C(Nc1ncnc2c1CCC2)C1CCN(S(=O)(=O)c2cccs2)CC1 returned RMI FANCM FP 58.

Continuation:
`CN1CCN(c2nc3ccc(NC(=O)COc4ccc(Cl)cc4)cc3s2)CC1` gave RMI FANCM FP 66.
For O=C1N=c2ccc(Br)cc2=C1c1sc(=S)n(NC(=O)c2ccccc2)c1O the results were RMI FANCM FP 56.
Screening O=C(COc1cc(Cl)c(Cl)cc1Cl)Nc1nc(-c2ccncc2)cs1 returned RMI FANCM FP 94.
Cc1ccc2cc(CCC#N)c(Cl)nc2c1 was read as RMI FANCM FP 60.
N#CC1=C(N)SC(N)=C(C#N)C1c1ccccc1 was read as RMI FANCM FP 63.
For CC(=O)c1cccc(NC(=O)Cn2cc(S(=O)(=O)Cc3ccccc3)c3ccccc32)c1 the results were RMI FANCM FP 59.
CN1CCc2cc(C(CNC(=O)c3ccc(Br)o3)N(C)C)ccc21 (configuration not stated) was read as RMI FANCM FP 65.
N#Cc1ccc(Cl)cc1NC(=O)C(=O)NCCCN1CCOC(c2ccccc2)C1 (configuration not stated) was read as RMI FANCM FP 75.
For Cn1cccc1C(CNC(=O)Cc1ccc(F)cc1)N1CCc2ccccc2C1 (configuration not stated) the results were RMI FANCM FP 59.
`O=S(=O)(OC(Cc1ccccc1)C(F)(F)F)c1cc(C(F)(F)F)cc(C(F)(F)F)c1` (configuration not stated) gave RMI FANCM FP 63.
`CC(C)C(=O)Nc1ccc(S(=O)(=O)NCCc2ccc(N3CCCC3)cc2)cc1` gave RMI FANCM FP 69.
O=c1[nH]/c(=C/c2ccc(OC(F)(F)F)cc2)c(=O)[nH]/c1=C/c1ccc(OC(F)(F)F)cc1 was read as RMI FANCM FP 54.
CC(C)(C)/C=N/NC(=O)C1CC1 was read as RMI FANCM FP 54.
For COc1ccc(C(CNC(=O)Cc2ccc(F)cc2)N2CCN(C)CC2)cc1 (configuration not stated) the results were RMI FANCM FP 53.
For CCOc1ccccc1NC(=O)C(=O)NC(c1ccccc1)c1ccccc1 the results were RMI FANCM FP 52.
Screening CC1=CC(=O)c2ccccc2C1=O returned RMI FANCM FP 59&62.
COc1ccc(-n2ncc(NC(=O)Nc3ccc4c(c3)OCCCO4)c2C)cc1 was read as RMI FANCM FP 57.
Screening N#Cc1nccnc1Oc1ccc(Cl)cc1 returned RMI FANCM FP 49.
For COc1ccc(-n2c(=O)[nH]cc(C(=O)Nc3ccc(C(N)=O)cc3)c2=O)cc1OC the results were RMI FANCM FP 48.
`O=C(Nc1ccc(-c2ccc(N3CCCC3)nn2)cc1)Nc1ccccc1F` gave RMI FANCM FP 77.
CC(=O)c1cccc(NC(=O)Cc2csc(Nc3ccc(F)cc3)n2)c1 was read as RMI FANCM FP 65.
For Cc1ccc(NC(=O)C(=O)NCC2CCN(C3CCCC3)CC2)cc1Cl the results were RMI FANCM FP 76.
For O=C(CC(NCCCN1CCOCC1)C(=O)O)Nc1ccc(N=Nc2ccccc2)cc1 (configuration not stated) the results were RMI FANCM FP 45.
Screening Cc1cc(=O)c2c(O)c3c(cc2o1)OCC(C)CC3 (configuration not stated) returned RMI FANCM FP 57.
`COC(=O)C[C@H]1C(C)(C)C(OC)=C2CC3=C4CC(=O)O[C@@H](c5ccoc5)[C@]4(C)CCC3[C@@]1(C)C2=O` (some centres not stated) gave RMI FANCM FP 55.
`O=C(Nc1ccc2c(c1)N(C(=O)C1CC1)CC2)c1ccccc1F` gave RMI FANCM FP 65.
For CCc1c(O)c2ccccc2oc1=O the results were RMI FANCM FP 55.
`Cn1c(=O)c2c(nc(N=Nc3c(O)[nH]c(=O)[nH]c3=O)n2C)n(C)c1=O` gave RMI FANCM FP 70.
Screening CCOc1ccc(NC(=O)CSc2nnc(C3CC(=O)N(c4ccc(C)cc4)C3)o2)cc1 (configuration not stated) returned RMI FANCM FP 65.
`C/C(Cn1c(=O)oc2ccccc21)=N/OC(=O)Nc1ccccc1` gave RMI FANCM FP 52.
`Cc1[nH]c(=O)[nH]c(=O)c1CCC(=O)Nc1ccc(-c2nn[nH]n2)cc1` gave RMI FANCM FP 73.
Screening COc1ccc(-c2ccc(=O)n(CCCC(=O)NC(C)C)n2)cc1 returned RMI FANCM FP 76.
`COc1ccc(CC(=O)Nc2ccc3c(c2)CCC(=O)N3C)cc1OC` gave RMI FANCM FP 67.
N#Cc1ccc2c(c1)N(CCCN1CCC(O)CC1)c1ccccc1S2 was read as RMI FANCM FP 61.
Screening CCCCOc1ccc(NC(=O)NCC(c2ccsc2)N(C)C)cc1 (configuration not stated) returned RMI FANCM FP 69.
`CC(C)C(=O)N1CCc2ccc(NS(C)(=O)=O)cc2C1` gave RMI FANCM FP 77.
`O=C(Nc1ccc(S(=O)(=O)N2CCCC2)cc1)C1CC1` gave RMI FANCM FP 57.
COc1ccccc1-c1cc2c(=O)n(Cc3nc(-c4ccccc4Cl)no3)ccn2n1 was read as RMI FANCM FP 73.

Screening data deposited in PubChem BioAssay by Small Molecule Screening Facility, UW Madison.
